STEP block: blocks human striatal-enriched tyrosine phosphatase. 360,000 tested, 0.25% active. inhibition, % at 20 µM. P54829. recombinant STEP, OMFP fluorogenic substrate, fluorescence;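 active = inhibition at 20 µM, scaled per plate between control wells, above about 37%, limit read from the data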;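 also: 0% = DMSO with enzyme and substrate and 100% = substrate only without enzyme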
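System: isolated STEP enzyme; schedule: 20 min enzyme reaction at room temperature, protected from light; medium: Bis-Tris buffer pH 6.0, 2.5 mM DTT, 0.005% Tween 20; signal: fluorescence, 480/540 nm; dosing: single compound dose of 20 µM, 1% DMSO final; also added: OMFP substrate, 25 µM final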
LMPTP block: blocks human LMPTP phosphatase | inhibition, % at 20 µM | recombinant LMPTP-A, OMFP fluorogenic substrate, fluorescence intensity | 360,000 tested, 0.22% active;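 active = compounds that cut the enzyme signal by at least half of the control window in the single-dose screen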;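 also: plate controls were DMSO wells with enzyme plus substrate for no effect and substrate without enzyme for full effect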
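Test system: LMPTP-A, protein tyrosine phosphatase of low molecular weight; Input: 0.625 nM enzyme; Incubation: 50 min dark incubation at room temperature; Signal: endpoint fluorescence intensity from OMFP dephosphorylation; Read-out basis: % inhibition versus control wells.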
NadD inh: blocks S. aureus nicotinate mononucleotide adenylyltransferase; purified NadD enzyme, colorimetric absorbance read-out; inhibition, % at 20 µM; 360,000 tested, 0.78% active; AID 602399; in the data active = inhibition above about 26%; also: some compounds past the cut are filed as inactive
Rpn11 block: blocks the human proteasome subunit Rpn11; O00487; human 26S proteasome, Ub4-pepOG fluorescence polarization; 20S core pre-blocked with epoxomicin; calls only at 20 µM; 360,000 tested, 0.59% active;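 active = inhibition at 20 µM, scaled to each plate's controls, above about 33%, limit read from the data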
Target sequence (O00487 whole entry, looked up): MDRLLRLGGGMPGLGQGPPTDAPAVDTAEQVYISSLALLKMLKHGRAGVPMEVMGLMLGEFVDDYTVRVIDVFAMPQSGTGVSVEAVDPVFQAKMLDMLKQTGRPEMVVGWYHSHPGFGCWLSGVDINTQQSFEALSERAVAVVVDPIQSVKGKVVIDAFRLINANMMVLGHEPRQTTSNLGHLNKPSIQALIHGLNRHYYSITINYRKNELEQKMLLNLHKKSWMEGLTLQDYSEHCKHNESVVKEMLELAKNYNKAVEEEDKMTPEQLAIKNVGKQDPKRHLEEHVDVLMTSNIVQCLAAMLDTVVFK
MT1-MMP act inh: blocks activation of human MT1-MMP; P50281; HT1080 RFP-PRO-GFP cells, GFP/RFP ratio fluorescence, overnight; percent of plate control window, DMSO zero; GFP/RFP ratio change, % at 20 µM; 360,000 tested, 0.061% active;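 active = GFP/RFP ratio change of at least 30% with cell ATP level not reduced by more than half and red fluorescence within 50% of control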; also: strong numbers were not always called active
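Test system: HT1080 RFP-PRO-GFP cells; Benchmarks: DMSO and RFP-L50D-GFP cell wells; Timing: cells overnight before dosing, compound overnight, 37 °C, 5% CO2; Compound: one 20 µM compound dose with 1% DMSO; Read-out: GFP/RFP fluorescence ratio.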
SUMO1 PPI mod: SUMO1-SIM interaction modulation; P63165; SUMO1 binding to a labelled peptide, TR-FRET, 1 h; inhibition, % at 20 µM; 360,000 tested, 0.33% active; in the data active = inhibition above about 37%
Scp1 inh: blocks human Scp-1 phosphatase activity; inhibition, % at 20 µM; 340,000 tested, 0.88% active; Recombinant Scp1, phosphopeptide, malachite green phosphate absorbance; Q9GZU7;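 active = inhibition above about 50% at 20 µM, limit read from the data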;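 also: plate controls were DMSO wells with enzyme for no effect and wells lacking enzyme for full effect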
Target sequence (Q9GZU7 76-261 limits assumed): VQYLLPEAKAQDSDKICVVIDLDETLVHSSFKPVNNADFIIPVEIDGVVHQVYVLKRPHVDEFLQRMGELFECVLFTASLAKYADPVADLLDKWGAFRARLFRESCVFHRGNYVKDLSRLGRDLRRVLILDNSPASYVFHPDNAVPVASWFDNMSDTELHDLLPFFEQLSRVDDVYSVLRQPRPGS
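Test system: SCP-1 phosphatase catalytic domain, residues 76-261 | Compound dosing: One concentration, 20 µM, with 1.0% DMSO | Schedule: 45 min room-temperature reaction, 5 min colour, 30 min stabiliser | Detection: Absorbance at 630 nm | Read-out basis: % inhibition of SCP-1 phosphate liberation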
DNMT1 block: inhibitors of human DNMT1. P26358. DNMT1 molecular beacon, Hinp1I cleavage, fluorescence. inhibition (reported as % activation of signal), % at 10 µM. 360,000 tested, 0.83% active; in the data active = inhibition above about 50%
SKN-1 inh: inhibitors of C. elegans SKN-1 | C. elegans VP596 Pgst-4::GFP/RFP ratio, acrylamide-induced, 24 h | AID 624304 | 360,000 tested, 0.49% active | inhibition, % at 21.8 µM;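 active = interference check ratio from 0.5 to 1.5 plus GFP to RFP signal ratio inhibition reaching or exceeding a fixed threshold, cut at about 30% in these data, passing the limit was not always enough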; also: some compounds called inactive have numbers as strong as hits
NRP1-CendR mod: NRP-1/CendR interaction modulation; inhibition, % at 25 µM; FAM-RPARPAR peptide binding to NRP-1, fluorescence polarization; AID 602438; 360,000 tested, 0.85% active;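 active = inhibition or corrected inhibition above about 18%, plus a signal ratio from 0.5 to 1.5, limit read from the data, passing the limit was not always enough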; also: strong numbers were not always called active
The depositor's hits bear a star; i = inactive. Some of the compounds tested; rates above refer to the full screens.

SMILES | STEP block | LMPTP block | NadD inh | Rpn11 block | MT1-MMP act inh | SUMO1 PPI mod | Scp1 inh | DNMT1 block | SKN-1 inh | NRP1-CendR mod
C=CCN1CCC2(C)c3cc(O)ccc3CC1C2C (stereo not given) | -2 | -0.4 | -1 | i | -2 | 3 | -1 | -4 | -7 | -2
CN(C)CCN(CC1CCCN(Cc2ccccc2F)C1)C(=O)Cc1ccccc1F (stereo not given) | -3 | -3.8 | -6 | i | 3 | -1 | 12 | 0 | -19 | 4
O=c1nc(/C=C/c2ccc(Cl)cc2Cl)cc(C(F)(F)F)[nH]1 | 0 | -0.2 | 3 | i | -6 | 12 | 1 | 29 | 21 | -40
O=Cc1c(C(=O)O)n(Cc2ccccc2F)c2ccccc12 | -4 | -0.1 | 4 | i | -10 | 8 | -9 | -1 | -8 | 1
CC(=O)OC1CCC2(C)C(CC(=O)C3C2CCC2(C)C(OC(C)=O)CCC32)C1 (stereo not given) | -1 | 0.4 | 2 | i | -6 | -2 | 5 | -4 | 5 | -5
CNC(=S)N1CC2CC(C1)c1cccc(=O)n1C2 (stereo not given) | 0 | -0.5 | -3 | i | 9 | -1 | -1 | -1 | -7 | 5
COC(=O)C1=C(c2ccc(F)cc2OCc2ccccc2)C[C@@H]2CC[C@H]1N2C(=O)NCc1ccc(N(C)C)cc1 | 1 | 4.6 | 5 | i | 1 | 1 | 3 | -8 | -6 | 4
CN1C2c3ccccc3C3C4c5ccccc5C(C31)C(C2[N+](=O)[O-])N4C (stereo not given) | -2 | -0.8 | -2 | i | 1 | -6 | -11 | 0 | -5 | 6
CN(C)C(=O)O/N=C(\N)COc1ccc(C(C)(C)C)cc1 | -2 | -1.2 | 0 | i | -11 | 0 | 1 | 2 | 11 | 4
CN(C)CC1CCCCC1OC(=O)Cc1ccc(Cl)c([N+](=O)[O-])c1 (stereo not given) | 1 | -1.3 | 5 | i | 0 | -6 | 36 | -3 | -2 | 5
O=S(=O)(NC1CCCC1)OCC(Cl)(Cl)Cl | -1 | -0.3 | 2 | i | 1 | 6 | -8 | 2 | -7 | 9
Nc1nnc(P(c2ccccc2)c2ccccc2)s1 | -1 | -0.5 | -4 | i | -1 | 1 | 1 | -2 | -11 | 5
Cc1ccc(N=Cc2c(O)n(C)c(=O)n(C)c2=O)cc1 | -3 | -1.4 | -6 | i | 0 | -21 | -4 | -1 | 17 | -3
COc1ccc2c(C)c(CCC(=O)N3C[C@H]4C[C@@H](C3)c3cccc(=O)n3C4)c(=O)oc2c1 | -1 | -2.0 | 2 | i | 4 | 1 | 4 | 0 | 12 | -3
CC12Cc3cnoc3C=C1CCC1C2CCC2(C)C1CCC2(C)O (stereo not given) | -3 | -0.9 | -3 | i | -3 | -2 | -5 | -2 | 6 | 9
O=c1[nH]c(=S)n(C2CC2)c(O)c1/C=N/Nc1ccccc1 | -4 | -1.0 | 3 | i | 61* | 1 | -7 | -1 | -1 | -9
CN1C2CCC1CC(OC(=O)c1cc(Cl)cc(Cl)c1)C2 (stereo not given) | 1 | 0.4 | -4 | i | -1 | 0 | 1 | 2 | 16 | -11
C[C@]12CCC3C(C(=O)C[C@H]4C[C@@H](O)CC[C@]34C)C1CCC2=O (stereo not given in full) | -1 | -1.7 | -4 | i | 1 | 5 | 3 | 2 | -3 | 0
CCOC(=O)C1CCN(Cc2ccc(Cl)nc2)CC1 | -2 | -2.7 | -2 | i | 3 | -1 | -9 | -2 | -12 | -1
C[C@H]1CCC/C=C/C2C[C@H](O)CC2[C@H](O)/C=C/C(=O)O1 (stereo not given in full) | -2 | -1.4 | -1 | i | 2 | 7 | 4 | 2 | -9 | -3
CCN(CC)C(=O)Cn1cc(/C=C2\C(=O)NC(=O)N(c3ccccc3F)C2=O)c2ccccc21 | 2 | -0.3 | 5 | i | -7 | 3 | -9 | 3 | 5 | 3
COc1ccccc1C(=O)C1CCCN(Cc2cnc(C)s2)C1 (stereo not given) | -2 | -2.4 | -3 | i | 5 | 3 | -13 | 3 | 3 | -5
CNCC(O)c1cccc(OC(=O)c2ccccc2C)c1 (stereo not given) | 0 | -0.9 | -3 | i | 0 | 0 | -2 | 0 | -28 | 2

Screening data (PubChem BioAssay)
